# Assay outcomes from PubChem BioAssay.
# Autophagy mod – autophagy modulation, high-content screen. MEF GFP-LC3 puncta imaging; test concentration mostly 10 µM. calls only at 10 µM (by protocol). 190,000 tested, 0.98% active. AID 463193;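 active = percentage of spot-positive cells more than 3 SD above its plate mean, without a fluorescence outlier flag or 80% toxicity; inconclusive = no clear call, values can overlap the other calls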;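 also: spot-positive cell cutoff set from DMSO-treated cells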
# Dynein cargo inh – blocks dynein driven cargo transport along microtubules. 3617.4 mouse cells, GR-EGFP nuclear translocation imaging; test concentration mostly 20 µM; stimulated with dexamethasone, 1 µM; active compounds read low. z-score, hits read low. 220,000 tested, 0.47% active;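 active = plate z-score of nuclear minus cytoplasmic receptor signal below a set negative limit, without overly bright fluorescence or cell loss, cut at about -3.5 in these data, passing the limit was not always enough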;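 also: z-score of nuclear minus cytoplasmic ring GR-EGFP intensity difference per well; some compounds called inactive have numbers as strong as hits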
#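 Buffer or medium: Induction medium lacking tetracycline, stripped serum | Also added: Dexamethasone agonist, 1.0 µM final, for 30 min | Timing: 48 h induction, 1 h compound, 30 min dex at 37 °C | Detection: Formaldehyde fixation, Hoechst nuclear stain, 10x automated fluorescence imaging | Measure: Nuclear versus cytoplasmic GR-EGFP signal, averaged per well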
# NOD2 inhibition – NOD2 signaling inhibitors, cell-based, luminescence, uHTS, HEK293 (AID 1566) | HEK293 NOD2/NF-kB luciferase reporter, luminescence; higher % means a stronger effect | inhibition, % at 4 µM; hits with a dose series show EC50 in µM | 290,000 tested, 0.63% active; in the data active = inhibition above about 50%; also: many of its hits are not listed in these tables
# M17LAP inhibition – P. falciparum M17LAP inhibitors, primary screen, biochemical, fluorogenic H-Leu-NHMec substrate, 1536-well (AID 1619); 220,000 tested, 0.38% active; recombinant M17LAP, H-Leu-NHMec fluorogenic kinetic assay; higher % means a stronger effect; inhibition, % at 30 µM, or IC50 in µM where a hit was titrated;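 active = compound inhibiting the enzyme by more than half at any dose during confirmatory dose-response retesting; inconclusive = strong single-dose inhibitors picked by rank but not retested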;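 also: plate controls were full reaction with DMSO carrier for no effect and no enzyme background for full effect; strong numbers were not always called active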
# Ins promoter up – MIN6 insulin promoter up-regulation; 190,000 tested, 0.3% active; z-score at 5 µM; MIN6 insulin promoter-GFP reporter, high-content imaging; active compounds read high;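 active = z-score above 3 at 5 µM with at least 500 cells counted in the well; inconclusive = wells under 500 cells, flagged as cytotoxic or low count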
# b-catenin transl – beta-catenin nuclear translocation modulation | HeLa beta-catenin nuclear translocation, immunofluorescence imaging | nuclear translocation activity, % at 5 µM | 190,000 tested, 0.3% active | AID 1665;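 active = nuclear translocation activity above 50% at 5 µM, with a well cell count of 50 or more; inconclusive = wells under 50 cells across six images, flagged as toxic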;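 also: per-cell ratio of nuclear to cytoplasmic median beta-catenin stain intensity; plate controls were DMSO negative control for no effect and GSK-3 inhibitor IX positive control for full effect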
#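 System: Human HeLa cells, endogenous beta-catenin | Compound dosing: 5 µM primary, 0.02–20 µM confirmation | Timing: 24 h compound exposure at 37°C, 5% CO2 | Measured by: Fluorescence imaging of beta-catenin antibody stain plus DAPI | Read-out basis: % activation of per-cell nuclear versus cytoplasmic median beta-catenin signal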
# NOD1 NF-kB reporter – inhibition of NOD1-driven NF-kB reporter – cell-based, luminescence, uHTS, primary screen (AID 1578); 290,000 tested, 1% active; inhibition, % at 4 µM, or EC50 in µM where a hit was titrated; NOD1-driven NF-kB luciferase reporter cells, luminescence; higher % means a stronger effect; in the data active = inhibition mostly above about 36%, no sharp cut-off; inactive = mostly below about 34%;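 also: HEK-293T reporter cells stimulated with the NOD1 agonist gamma-tri-DAP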
# Yfh1-depleted yeast – enhancers of respiration in Yfh1-depleted yeast, dose response, Friedreich's ataxia, plus single-dose screen (AID 1465); fold induction at 50 µM; hits with a dose series show EC50 in µM; S. cerevisiae Yfh1-off respiration, WST-1 reduction, 72 h; higher fold induction means a stronger effect; 220,000 tested, 0.074% active;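 active = fold induction of absorbance versus untreated yeast above a set limit, then at least 30% activation at any dose in follow-up; inconclusive = repeats straddling the limit, or above it without dose testing; inactive = fold induction below the set limit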;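 also: activators that raise dye reduction in frataxin-depleted yeast; strong numbers were not always called active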
# MT stabilize HCS – stabilizes microtubules in HeLa cells | HeLa tubulin immunostaining HCS, 24 h; share of cells brighter than vehicle mean+2SD | 200,000 tested, 0.83% active | AID 2205 | % tubulin-high responders, % at 10 µM;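 active = plate Z-score above 3 for both tubulin-high and condensed-nucleus cell shares, with cell loss under 80%, at 10 µM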;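 also: anti alpha tubulin signal scored within the nucleus-defined area of each cell; some results filed as inactive read as strong as hits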
# Dynein cargo inh cytoplasmic EGFP – recorded beside Dynein cargo inh, whose call it bears; z-score; measured here: cytoplasmic GR-EGFP intensity; active compounds read high
# Dynein cargo inh nuclear GR-EGFP – also measured in Dynein cargo inh; calls as there; z-score; measured here: nuclear GR-EGFP intensity;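 lower value marks the stronger effect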
# Dynein cargo inh cell count – recorded beside Dynein cargo inh, whose call it bears; z-score; measured here: cell count per field
# Ins promoter up cell count – also measured in Ins promoter up; calls as there; cell count; measured here: cytotoxicity, nuclei count;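 total cells summed across four imaged fields per well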
# b-catenin transl cell count 5 µM – also measured in b-catenin transl; calls as there; cell count; measured here: cell count, cytotoxicity flag
# MT stabilize HCS Hoechst-high % – further read-out of MT stabilize HCS, marked with its call; % Hoechst-high responders; measured here: nuclear condensation Hoechst responders;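 share of cells brighter than vehicle mean plus two SD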
# MT stabilize HCS cytotoxicity % – further read-out of MT stabilize HCS, marked with its call; toxicity, %; measured here: cytotoxicity by cell density;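 0% = mean cell density of plate MIN control wells and 100% = no cells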
# Autophagy mod cell loss 18 h – further read-out of Autophagy mod, marked with its call; toxicity, %; measured here: cell loss, nuclei count;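 cell loss after 18 h compound exposure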
# Starred values were filed as active, the others as inactive; i = inactive; ? = inconclusive; . = no result given.
SMILES,Autophagy mod,Autophagy mod cell loss 18 h,Dynein cargo inh,Dynein cargo inh cytoplasmic EGFP,Dynein cargo inh nuclear GR-EGFP,Dynein cargo inh cell count,NOD2 inhibition,M17LAP inhibition,Ins promoter up,Ins promoter up cell count,b-catenin transl,b-catenin transl cell count 5 µM,NOD1 NF-kB reporter,Yfh1-depleted yeast,MT stabilize HCS,MT stabilize HCS Hoechst-high %,MT stabilize HCS cytotoxicity %
CCOC(=O)N1CCN(C(=O)Cn2ccc3ccccc3c2=O)CC1,i,-2,-0.7,-0.058,-0.15,1,4%,0%,0.15,2097,0.2,1132,-23%,i,2.4,4.7,6.0
COc1ccc(N(CC(=O)Nc2cc(C)on2)S(=O)(=O)c2cc(C)ccc2C)cc1,i,15,-0.89,-0.15,-0.35,0.29,-12%,17%,-0.26,1060,-1.7,949,1%,i,5.0,3.4,1.2
CCOc1ccc(NC(=O)CC)cc1,i,7,-0.31,-0.12,0.52,-0.069,-15%,3%,0.19,1520,0.4,1555,-11%,i,1.0,1.6,1.5
CCOc1ccccc1NC(=O)COc1cccc(-n2cnnn2)c1,i,-8,-0.27,-0.21,-0.032,0.2,.,-5%,.,.,.,.,.,i,3.5,2.2,7.1
CCCC(=O)c1ccc(N2CCN(C(=O)c3ccc(Br)cc3)CC2)c(F)c1,i,-1,-0.75,-0.2,-0.21,1.2,10%,-2%,-0.32,1280,-3.9,863,-3%,i,2.6,2.3,4.9
COc1ccc2[nH]c(=O)c(CN(Cc3ccco3)C(c3nnnn3Cc3ccccc3)C(C)C)cc2c1 (stereo not given),i,4,-0.65,0.12,-0.25,0.52,14%,-8%,.,.,.,.,18%,i,1.1,1.3,18
CCCC(=O)N(CC(=O)Nc1sc(C)c(C)c1C(N)=O)Cc1ccccc1,i,-2,-0.5,-0.31,-0.099,1.5,13%,-12%,-0.19,1545,-0.9,1060,-9%,i,1.9,1.2,3.7
O=C(CCS(=O)(=O)c1ccc(Cl)cc1)NCCc1c[nH]c2ccccc12,i,-2,-0.99,-0.29,-0.12,0.79,0%,-4%,0.07,1264,-1.0,1095,-38%,i,2.2,2.3,5.9
C/C(=N\NC(=O)Nc1ccccc1)c1ccccc1,i,0,0.37,0.031,0.12,-0.48,-12%,1%,-0.52,1598,0.9,1144,-8%,i,4.6,2.4,7.6
O=C1CCCN1CCCn1cnc2c([nH]c3ccc(F)cc32)c1=O,i,-19,0.13,-0.2,0.21,0.16,13%,1%,1.1,1314,0.5,881,-8%,i,2.1,2.7,11
COC(=O)c1ccccc1NC(NC(=O)c1ccco1)C(=O)c1ccccc1 (stereo not given),i,13,0.067,-0.16,0.41,-0.36,-5%,5%,-0.4,1015,-0.1,1152,-14%,i,2.2,2.6,8.0
CCN(CC)CCNC(=O)C(C)c1nn(CC)c(=O)c2ccccc12 (stereo not given),i,-3,0.11,-0.23,0.15,0.63,14%,16%,.,.,-3.0,563,-17%,i,2.1,2.2,8.4
O=C(O)c1ccc(N=NN2CCCCC2)cc1,i,-3,-0.29,-0.25,-0.23,0.62,-55%,31%,.,.,-0.2,1496,-14%,i,2.9,1.7,1.9
CCOC(=O)N1CCC(NC(=O)c2cnn3ccccc23)CC1,.,.,-0.89,-0.32,-0.32,0.87,1%,-1%,0.38,1940,-3.9,1093,-20%,i,4.8,2.2,3.2
Cc1ccc(C(=O)NC(C)C(c2cccs2)N2CCCC2)s1 (stereo not given),i,8,0.74,-0.27,0.54,-0.8,-8%,-4%,-0.13,1297,-1.8,1100,-45%,i,4.7,1.5,4.9
COc1cccc2cc(C(=O)C3=C(O)C(=O)N(Cc4ccco4)C3c3cccnc3)oc12 (stereo not given),i,-8,0.24,0.11,0.45,0.58,13%,73%,-0.83,1300,2.4,1116,-24%,i,2.5,1.6,20
Cc1ccc2sc(NC(=O)CSc3nc(C)cc(C)c3C#N)nc2c1,i,7,0.13,-0.17,-0.24,-0.4,-182%,-20%,.,.,.,.,-17%,i,3.9,1.4,2.3
CCN(C(=O)c1cc2c(=O)[nH]c3ccc(C)cc3c2s1)c1cccc(C)c1,.,.,-1.1,0.23,-0.07,1.2,-1%,-2%,-0.58,894,-1.2,1418,-9%,i,.,.,.
CCOc1ncccc1C(=O)OCC(=O)Nc1cc(C)ccc1C,i,8,-0.024,-0.21,0.81,0.9,-3%,-12%,0.68,1522,-2.5,1421,4%,i,2.0,1.5,5.1
CC(=O)OC(C(=O)NC1CCCCC1)c1ccncc1 (stereo not given),i,-3,0.095,-0.17,0.43,-0.73,-8%,-2%,.,.,-2.2,545,-32%,i,2.3,1.5,18
COC(=O)c1c(C)nn(-c2ccc(F)c(Cl)c2)c1-c1cc(C)on1,.,.,0.74,-0.24,0.15,-0.44,21%,-6%,.,.,-4.0,1238,4%,i,.,.,.
CCN(CC)c1ccc2c(c1)CCCN2,i,10,-2.1,1.3,-0.15,-0.84,-3%,8%,?,.,0.8,1192,-29%,i,4.6,3.7,1.0
Cc1ccc(Cl)cc1N1CCN(C(=O)C2CCCN(S(=O)(=O)c3cnc[nH]3)C2)CC1 (stereo not given),i,-6,-1,-0.21,-0.21,1.2,-3%,-5%,-1.4,956,-2.9,1049,-1%,i,6.4,2.4,9.7
O=C(O)c1ccc(N/N=C/c2ccc(-c3cc(Cl)ccc3Cl)o2)cc1,.,.,0.55,-0.21,1.3,-0.93,-71%,-5%,0.31,998,3.5,1360,-1%,i,.,.,.
COc1ccc(S(=O)(=O)N2CCC(C(=O)NCc3ccccc3)CC2)cc1OC,i,11,0.13,-0.33,-0.45,-2.2,16%,10%,0.06,1407,1.1,1476,-19%,i,4.0,0.4,1.0
CCOC(=O)Oc1ccc2c(c1)C(C)=CC(C)(C)N2C(=O)OCC,i,-2,0.15,-0.17,0.79,-1.3,3%,-3%,0.14,1372,-0.4,1086,-12%,.,1.2,1.1,0.8
CC(=O)Nc1ccc(S(=O)(=O)N2CCCC(C(=O)O)C2)cc1 (stereo not given),i,-2,-0.2,-0.39,0.33,0.67,-6%,-2%,0.92,1196,-1.6,1106,10%,i,6.0,2.5,6.4
O=C(NNC1CC(=O)N(c2cccc(Cl)c2)C1=O)c1cccs1 (stereo not given),i,0,-0.87,-0.23,-0.66,0.24,18%,14%,-0.1,1146,1.2,867,1%,i,1.5,2.0,7.0
CSc1ccccc1C(=O)Nc1ccccc1C(=O)NC(C)C,i,-2,-0.19,-0.04,0.6,-0.19,1%,0%,0.13,1527,-2.3,925,-11%,i,2.1,1.8,11
CCN(CC)CCCNc1nnc(C)c(=O)[nH]1,i,21,0.87,-0.17,1.3,-0.96,10%,4%,0.15,910,3.1,1116,22%,i,2.6,2.3,4.8
CC(=O)c1cc2c(cc1NC(=O)CN1CCCCCCC1)OCO2,i,-6,-0.0047,-0.27,-0.15,0.31,0%,1%,-0.23,1691,0.5,1063,-24%,i,4.2,1.6,6.6
CCCCNC(=O)c1cc2c(=O)n3cccc(C)c3nc2n(Cc2ccccc2)c1=N,i,23,-0.77,-0.26,-0.085,2.3,10%,-102%,-2.2,975,-2.2,1166,8%,i,3.0,2.0,2.5
COc1ccc(C)cc1NC(=O)c1cc2c(s1)CCC2,i,7,-0.52,-0.25,-0.53,0.47,-47%,1%,-0.06,1295,-2.4,1101,-35%,i,3.5,3.6,7.3
O=C(NCc1ccccc1)/C(=N\O)c1ccccc1,i,2,0.36,-0.21,-0.45,-0.87,-29%,2%,0.53,1530,-0.2,921,2%,i,4.4,2.3,5.1
Cc1cc(C)c(C#N)c(SCc2cn3c(C)cccc3n2)n1,i,2,0.81,-0.31,0.27,-0.53,4%,20%,0.13,1304,1.7,942,11%,i,3.4,1.9,0.1
c1ccc(-c2noc(CC3CCCCC3)n2)cc1,i,13,-0.26,-0.24,0.069,0.37,-39%,3%,-0.21,1640,2.0,988,-30%,i,1.8,2.3,9.7
CCCCN(CCCC)c1nc2ccccc2nc1NS(=O)(=O)c1ccc(NC(C)=O)cc1,i,-5,-0.43,0.059,0.084,0.051,3%,0%,-0.88,875,3.0,1037,7%,i,1.1,1.0,5.0
O=C(NC1CCN(Cc2ccccc2)CC1)c1cc(Br)c(Br)[nH]1,i,20,-0.82,-0.27,-0.3,0.85,6%,2%,-0.08,1360,-1.1,920,-28%,i,3.5,1.0,2.9
CC(C)Cc1nnc(NC(=O)CN2C(=O)c3ccccc3C2=O)s1,i,5,0.39,-0.37,0.48,1.2,9%,9%,-0.19,1503,0.4,1492,-24%,i,4.5,1.8,9.3
Cc1ccc2cc(C3CC(c4ccco4)=NN3C(=O)CCC(=O)O)c(Cl)nc2c1 (stereo not given),i,8,0.58,-0.23,0.06,-0.68,13%,14%,0.01,1155,0.2,964,-16%,i,5.4,2.9,2.0
Cc1ccc(C(=O)Nc2ccc(C(=O)/C=C/c3cccs3)cc2)cc1,i,7,0.3,-0.21,0.4,0.034,-24%,16%,1.3,1633,1.2,1335,10%,i,1.8,1.3,6.7

# Only part of the results is shown, so the mix of outcomes need not match the whole.
